High-throughput results deposited in PubChem BioAssay by NCI.
NCI-60 one-dose screen, 48 h, at 10 µM unless noted. Numbers give growth in % (100 = growth as untreated, 0 = no growth, -100 = all killed).
UO-31 = UO-31 renal cancer. 81,000 tested, 5.2% active. AID 1794768
NCI-H322M = NCI-H322M lung cancer | 80,000 tested, 2.7% active | AID 1794733
NCI-H460 = NCI-H460 lung cancer | 82,000 tested, 6.8% active
NCI-H522 = NCI-H522 lung cancer | AID 1794739 | 78,000 tested, 8% active
786-0 = 786-0 renal cancer cells | 81,000 tested, 5.1% active
ACHN = ACHN renal cancer. 81,000 tested, 4.9% active
RXF 393 = RXF 393 renal cancer cells; 77,000 tested, 6.9% active; AID 1794773
CAKI-1 = CAKI-1 renal cancer | 75,000 tested, 4.7% active | AID 1794772
TK-10 = TK-10 renal cancer cells. 81,000 tested, 3.9% active. AID 1794769
The depositor's hits bear a star; . = no result given; & = joins results of further samples. Rule for the calls: active = growth percent below 10; inactive = the rest. Compounds were not picked by outcome; any-hit rate near 11%.

1) CC(C)OC1C=CCCC1 (stereo not drawn)
2) Cn1cc(-c2nn3cc(-c4cccs4)nc3s2)c2cc(Br)ccc21
3) Cc1nc2cc(Nc3nc(Nc4ccc(F)cc4)nc(-c4cccs4)n3)ccc2n1Cc1ccccc1
4) CC(C)(C)c1ccc(S(=O)(=O)Oc2ccc(NC(=O)C3CCCCCC3)cc2)cc1
5) COc1ccc(CCl)c(C)c1OC
6) COC(=O)C12[C@H]3C(=O)N(c4ccc(OC)cc4)C(=O)[C@H]3[C@@H](c3ccc(C)s3)N1[C@H](c1ccc(C)s1)[C@@H]1C(=O)N(c3ccc(OC)cc3)C(=O)[C@@H]12
7) O=C(/C=C(O)/C=C/c1ccc(F)c(F)c1F)/C=C/c1ccc(F)c(F)c1F
8) COc1ccc(/C=C(\c2cc(OC)c(OC)c(OC)c2)c2nnc(-c3ccc(F)cc3)o2)cc1
9) Cn1cc(-c2nonc2-c2cn(C)c3ccc(F)cc23)c2cc(F)ccc21
10) Cc1nc2sccn2c1-c1nnc(SCC(=O)O)o1

assay / compound	1	2	3	4	5	6	7	8	9	10
UO-31	85	44	36	67	90	71	85	62	69	89
NCI-H322M	101	61	.	97	96	105	99	90	97	95
NCI-H460	119	89	40	62	103	94	107	106	50	100
NCI-H522	.	72	53	51	100	91	88	84	22	92
786-0	97	104	38	84	106	99	103	77	86	87
ACHN	100	82	46	75	110	87	103	101	70	97
RXF 393	116	116	26	93	112	110	127	101	47	94
CAKI-1	114	59	70	73	101	65	105	81	42	89
TK-10	117	98	63	90	102	120	118	108	86	91

11) O=C(CSc1nc2ccc([N+](=O)[O-])cc2[nH]1)Nc1cccc(Cl)c1
12) C#Cc1cccc(Nc2nc(C)nc3cc(NC(=O)CCl)ccc23)c1
13) CCCCCCCCCCCCCCCC#N
14) CC(=O)[C@H]1CC[C@]2(C)[C@@H]1CC[C@@H]1[C@@]3(C)C/C(=C/c4ccccn4)C(=O)C(C)(C)[C@@H]3CC[C@]12C
15) Clc1ccc(Nc2cccc(-c3[nH]nc4ncccc34)c2)c(Br)c1
16) COc1ccc(NC(=O)c2c(Nc3ccccc3)nn3c(-c4ccc(Cl)cc4)c(-c4nc5ccccc5s4)c(N)nc23)cc1
17) NS(=O)(=O)c1ccc(CCn2c(SCC(=O)N/N=C/c3cccnc3)nc3ccccc3c2=O)cc1
18) CC(=O)NC1CCC(NC(C)=O)CC1 (stereo not drawn)
19) CN(C)c1ccc(/C=C/C2=[N+](C)c3ccccc3C2(C)C)cc1
20) Cn1nc(C(F)(F)F)cc1-c1cnc(C#N)nc1NC1CCCCCC1

assay / compound	11	12	13	14	15	16	17	18	19	20
UO-31	10.0*	-92*	84	92	89	69	84	99	19	71
NCI-H322M	62	-31*	100	106	94	94	101	103	29	94
NCI-H460	25	-64*	109	101	92	114	91	102	20	101
NCI-H522	4.6*	-77*	101	84	78	99	69	102	18	79
786-0	29	-72*	102	102	97	109	92	106	25	104
ACHN	22	-92*	104	101	92	94	102	111	14	86
RXF 393	44	-87*	105	.	92	110	93	87	40	101
CAKI-1	18	-91*	99	81	82	85	96	102	29	91
TK-10	38	-94*	96	135	94	125	109	102	30	102

21) NC(=NCCCOc1ccc(Cl)cc1)Nc1ccc(C(F)(F)F)cc1
22) N#Cc1c(-c2cccc(Cl)c2Cl)cc(-c2ccc3ccccc3c2)[nH]c1=O
23) O=C(O)Cn1ncc2c(Nc3ccc(NS(=O)(=O)c4ccccc4)cc3)ncnc21
24) CCOC(=O)c1c(C)nc2[nH]n(-c3ccccc3)c(=O)c2c1-c1ccc(O)cc1
25) COc1ccc(-c2ccc(SCC(=O)Nc3ccc(C#N)cc3)nn2)cc1
26) Cc1cccc2c1nc(-c1c(F)cc(Br)cc1F)n2Cc1c(F)cccc1F
27) Cc1nc2c(=O)[nH]c(=S)[nH]c2[nH]c1=O
28) CCC1CN(CC(O)c2ccc(Br)cc2)CCO1 (stereo not drawn)
29) NC(=O)C1C=CN(Cc2ccccc2)C=C1
30) CCCSc1nc2c([nH]1)c(=O)n(C)c(=S)n2C

assay / compound	21	22	23	24	25	26	27	28	29	30
UO-31	37	25	88	95	75	51	87&94	98	91	103
NCI-H322M	35	53	96	96	88	87	111&98	125	86	116
NCI-H460	18	13	107	104	96	68	110&106	98	103	112
NCI-H522	43	79	94	95	87	65	100&105	112	89	95
786-0	53	-65*	101	109	86	69	107&112	103	98	94
ACHN	9.4*	41	91	91	80	85	98&103	106	101	103
RXF 393	71	61	108	110	.	78	125&111	91	.	110
CAKI-1	60	47	.	127	81	79	94&94	100	102	98
TK-10	76	49	.	126	108	81	119&106	109	.	101

31) CCOC(=O)c1cc2c(n1Cc1cc(OC)cc(OC)c1)-c1oncc1CC2
32) O=C1/C(=C/c2ccccn2)NC(=S)N1c1ccccc1Cl
33) COc1ccc2nc([C@H]3C[C@H]3c3cc(OC)c4c(c3)OCO4)[nH]c2c1
34) CCCCCC1CCCCN1C(=O)OC (stereo not drawn)
35) O=C1c2cccc3cccc(c23)C(=O)N1CC#Cc1ccc2c3c(cccc13)C(=O)N(Cc1ccccc1)C2=O
36) O=C1CSC(c2ccccc2Cl)N1Cc1ccccc1 (stereo not drawn)
37) O=c1c2cc3ncccc3n2c(=O)c2cc3ncccc3n12
38) COc1cccc(C(=O)NNC(=O)c2ccccc2)c1
39) COc1ccccc1-c1ccc2c3c(cccc13)C(=O)N(N1C(=O)c3cccc4cccc(c34)C1=O)C2=O
40) CCCCOB(OCCCC)c1cccc(B(OCCCC)OCCCC)c1

assay / compound	31	32	33	34	35	36	37	38	39	40
UO-31	19	36	83	91	81	90	71	88	71	80
NCI-H322M	-1.3*	67	92	113	95	102	90	100	103	116
NCI-H460	9.5*	31	107	114	104	111	105	112	109	104
NCI-H522	4.3*	58	112	92	98	84	89	88	106	94
786-0	34	32	104	96	103	92	100	101	113	104
ACHN	47	53	101	109	100	98	105	98	103	100
RXF 393	19	-7.9*	91	117	119	115	111	101	116	109
CAKI-1	29	66	93	107	89	76	98	95	79	98
TK-10	53	80	116	100	104	94	114	106	144	92

41) Nc1nnc2cc(F)ccc2n1
42) C[C@@H](C[C@H](CCO)c1ccccc1)c1csc2ccccc12
43) O=C(O)c1cn(-c2ccc(F)cc2)c2cc(N3CCNCC3)c(F)cc2c1=O
44) Cc1cccc(N=C2C(=O)NC(=O)NC2=O)c1
45) O=C(CC(=O)C(F)(F)F)c1ccccc1
46) O=C(CN1CCOCC1)Nc1ccc(S(=O)(=O)c2ccc(NC(=O)CN3CCOCC3)cc2)cc1
47) CCN(CC)C(C(=O)Nc1c(C)cccc1C)N(CC)CC
48) CC1=CC(=O)c2ccccc2C1=O
49) O=C(NN1C(=O)/C(=C/c2cccs2)SC1=S)c1cccnc1
50) CN1CCN(c2ccc(Nc3nc(NCCCNS(=O)(=O)c4cccc5ccccc45)c4sccc4n3)cc2)CC1

assay / compound	41	42	43	44	45	46	47	48	49	50
UO-31	85	86	77	65	90	102	97	70	74	-51*
NCI-H322M	106	90	102	89	105	132	99	99	96	11
NCI-H460	107	95	115	108	107	106	109	115	109	-14*
NCI-H522	100	90	84	95	99	105	89	114	93	-81*
786-0	105	95	102	105	98	106	96	106	101	-82*
ACHN	99	101	100	104	100	104	99	95	96	-24*
RXF 393	.	97	114	127	118	114	115	.	99	-87*
CAKI-1	.	76	95	90	76	97	.	97	90	-53*
TK-10	126	103	103	107	104	94	102	124	110	-41*

Random excerpt: 2 entries already listed.
46) O=C(CN1CCOCC1)Nc1ccc(S(=O)(=O)c2ccc(NC(=O)CN3CCOCC3)cc2)cc1
41) Nc1nnc2cc(F)ccc2n1

assay / compound	46	41
UO-31	102	85
NCI-H322M	132	106
NCI-H460	106	107
NCI-H522	105	100
786-0	106	105
ACHN	104	99
RXF 393	114	.
CAKI-1	97	.
TK-10	94	126

Next structures.
51) CCCC(=O)Nc1ccc(C)cc1
52) CCC(C)C1OC1(C)C1(O)C(/C=C/C=C/C=C/C(=O)O)C2CC=C(C)CC2C2OC21C (stereo not drawn)
53) CCCCCCOS(=O)(=O)c1ccc(C)cc1
54) Cc1cccc2c(NCCN(C)C)c3cccc(C(=O)NCCN(C)C)c3nc12
55) Nc1nn2c(-c3cc4cc(Br)ccc4oc3=O)ccnc2c1N=Nc1ccccc1
56) CCCCOC(=O)CCN1CCN(c2cccc(C)c2)CC1
57) COC(=O)c1nc2cc(Cl)ccc2nc1C(F)(F)F
58) COc1cc(/C=C/C(=O)c2ccc(NC(=O)CSc3nc4c([nH]3)c(=O)n(C)c(=O)n4C)cc2)cc(OC)c1OC
59) CCCCCCCC(C)O (stereo not drawn)
60) COc1ccc(C(=O)Nc2nc(-c3ccc(Cl)cc3)cs2)cc1

assay / compound	51	52	53	54	55	56	57	58	59	60
UO-31	104	87	78	-68*	30	84	114	98	92	89
NCI-H322M	113	.	108	-5.2*	8.6*	101	121	78	111	87
NCI-H460	105	109	101	-13*	-28*	109	111	89	106	105
NCI-H522	98	102	88	-44*	-52*	102	136	73	106	105
786-0	102	109	96	15	-3.6*	106	98	90	101	108
ACHN	114	109	97	-45*	0.2*	102	104	100	104	94
RXF 393	105	115	98	8.3*	-53*	110	117	63	110	97
CAKI-1	104	106	91	6.8*	15	97	.	97	103	97
TK-10	97	122	109	-16*	40	122	135	104	104	122

By substructure: those above containing a Cl atom
5) COc1ccc(CCl)c(C)c1OC
11) O=C(CSc1nc2ccc([N+](=O)[O-])cc2[nH]1)Nc1cccc(Cl)c1
12) C#Cc1cccc(Nc2nc(C)nc3cc(NC(=O)CCl)ccc23)c1
15) Clc1ccc(Nc2cccc(-c3[nH]nc4ncccc34)c2)c(Br)c1
16) COc1ccc(NC(=O)c2c(Nc3ccccc3)nn3c(-c4ccc(Cl)cc4)c(-c4nc5ccccc5s4)c(N)nc23)cc1
21) NC(=NCCCOc1ccc(Cl)cc1)Nc1ccc(C(F)(F)F)cc1
22) N#Cc1c(-c2cccc(Cl)c2Cl)cc(-c2ccc3ccccc3c2)[nH]c1=O
32) O=C1/C(=C/c2ccccn2)NC(=S)N1c1ccccc1Cl
36) O=C1CSC(c2ccccc2Cl)N1Cc1ccccc1 (stereo not drawn)
57) COC(=O)c1nc2cc(Cl)ccc2nc1C(F)(F)F
60) COc1ccc(C(=O)Nc2nc(-c3ccc(Cl)cc3)cs2)cc1

assay / compound	5	11	12	15	16	21	22	32	36	57	60
UO-31	90	10.0*	-92*	89	69	37	25	36	90	114	89
NCI-H322M	96	62	-31*	94	94	35	53	67	102	121	87
NCI-H460	103	25	-64*	92	114	18	13	31	111	111	105
NCI-H522	100	4.6*	-77*	78	99	43	79	58	84	136	105
786-0	106	29	-72*	97	109	53	-65*	32	92	98	108
ACHN	110	22	-92*	92	94	9.4*	41	53	98	104	94
RXF 393	112	44	-87*	92	110	71	61	-7.9*	115	117	97
CAKI-1	101	18	-91*	82	85	60	47	66	76	.	97
TK-10	102	38	-94*	94	125	76	49	80	94	135	122
